# Screening data (PubChem BioAssay)
# Xi reactivation – X-chromosome reactivation activator; XiGFP mouse fibroblasts, % GFP-positive cells imaging, 3 d; cells co-treated with 5-aza-dC sensitizer; scaled so ellipticine positive control = 100%; activation, % at 7.58 µM; 360,000 compounds, 0.055% hits; AID 743238;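 active = mean normalized replicate activation at least 10% and every replicate at or above 10%; inconclusive = only one of the two criteria met; inactive = mean below 10% and not all replicates reach 10%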;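 note: 0% = median of on-plate neutral control wells and 100% = ellipticine 6 µM median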
#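 assay system = SV40-immortalized XiGFP fibroblast cells, line 68-5-11 | buffer or medium = DMEM plus 5-aza-dC sensitizer | doses = single-point pinned compound dosing | times = 3-day compound exposure, then 15 min fixation at room temperature | benchmarks = positive control ellipticine, 6 µM final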
# RAD54 branch – blocks human RAD54 Holliday junction branch migration. Q92698. FAM/BHQ fluorescence. inhibition, % at 10.4 µM. 360,000 compounds, 0.14% hits. AID 602329;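 active = mean normalized replicate activity at least 40 and at least half of replicates scoring 40 or more; inconclusive = only one of the two criteria met; inactive = mean below 40 and under half of replicates reaching 40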;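 note: 0% = median of neutral control wells and 100% = median of positive control wells; inhibitors cause a drop in the FAM fluorescence signal; in these data hits start at about 50%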
# EWS-Fli block – blocks EWS/Fli oncoprotein-driven transcription. A673 NR0B1-luciferase reporter, viability-normalised. 350,000 compounds, 0.67% hits. inhibition, % at 12.6 µM. AID 651661;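 active = mean inhibition of at least 50% after viability correction, with every replicate also passing that limit; inconclusive = mean reaches 50% but only one of two replicates passes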;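 note: firefly luciferase signal divided by Alamar Blue viability fluorescence both relative to DMSO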
# RAD52 anneal inh – RAD52 (human) annealing inhibition; P43351; recombinant RAD52 DNA annealing, FRET fluorescence; inhibition, % at 18.7 µM; 360,000 compounds, 0.46% hits;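 active = every replicate showing at least 50% inhibition; inconclusive = mean inhibition at least 50% but not in every replicate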
# Target sequence (P43351 whole entry, looked up): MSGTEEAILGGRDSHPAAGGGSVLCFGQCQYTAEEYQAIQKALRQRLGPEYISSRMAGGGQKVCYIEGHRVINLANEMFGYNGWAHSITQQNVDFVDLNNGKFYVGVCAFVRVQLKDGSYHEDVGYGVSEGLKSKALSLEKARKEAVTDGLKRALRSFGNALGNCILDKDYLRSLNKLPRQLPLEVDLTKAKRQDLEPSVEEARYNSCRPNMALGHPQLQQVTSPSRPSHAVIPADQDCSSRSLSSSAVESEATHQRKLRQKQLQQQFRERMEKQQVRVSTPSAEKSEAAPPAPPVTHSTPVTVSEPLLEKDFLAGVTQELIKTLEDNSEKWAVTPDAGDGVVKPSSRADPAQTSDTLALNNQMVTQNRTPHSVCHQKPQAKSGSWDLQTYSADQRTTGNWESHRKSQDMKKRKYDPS
# S100A4 MyoIIA – inhibitors of human S100A4 binding to myosin IIA peptide. S100A4/TAMRA-MyoIIA peptide fluorescence polarization. inhibition, % at 10.7 µM. P26447. 360,000 compounds, 0.14% hits;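 active = mean inhibition of at least 70% across replicates, with every replicate also reaching that level; inconclusive = mean inhibition reaches 70% but some replicates fall short; inactive = mean inhibition below 70%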
# Target sequence (P26447 whole entry, looked up): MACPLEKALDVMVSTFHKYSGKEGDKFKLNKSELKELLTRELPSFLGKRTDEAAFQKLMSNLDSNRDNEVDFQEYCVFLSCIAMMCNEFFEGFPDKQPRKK
#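 incubation = readout 5 min after mixing, signal stable up to 60 min | system = S100A4 monomer protein | buffer or medium = HEPES pH 7.2 with CaCl2, KCl, NaCl, DTT, Triton | benchmarks = neutral control DMSO, positive control TFP | also added = fluorescent myosin IIA peptide, 5 nM | compound dosing = one concentration per compound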
# esBAF inh – inhibitors of esBAF chromatin remodeling in mouse ES cells; Bmi1-luciferase knock-in reporter, 24 h; 100% = twice the neutral-well signal; reporter increase, % at 12.5 µM; 350,000 compounds, 2% hits; in the data active = activation above about 40%; inconclusive = no clear call, values can overlap the other calls;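 note: 0% = median of the plate's neutral control wells and 100% = double that signal; a rise in the Bmi1 reporter signal indicates esBAF inhibition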
# FN deposition inh – fibronectin deposition inhibition. AH1F fibroblasts, Alexa488-fibronectin deposition fluorescence, overnight. inhibition, % at 12.6 µM. 350,000 compounds, 0.086% hits;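 active = mean inhibition across replicates of 30% or more, regardless of how many single replicates reach that level; inconclusive = mean under 30% yet at least half of replicates reach 30%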;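 note: positive control wells lacked labelled fibronectin entirely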
#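 Assay system: AH1F fibroblasts / Quantity: 10000 cells per well / Medium: DMEM plus 2% serum, read in PBS / Reagent: labelled fibronectin 24 nM / Dosing: single dose, pinned / Times: 1 h cell attachment, overnight exposure to compound and label / Signal: fluorescence, ex 485 nm, em 525 nm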
# E-sel inducer – induces E-selectin expression in human endothelial cells; activation, % at 7.58 µM; HUVEC E-selectin immunofluorescence imaging; normalized: neutral wells 0, TNF-alpha wells 100; P16581; 260,000 compounds, 0.37% hits;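 active = mean E-selectin-positive cell signal at least 10% of the positive control, reached in at least 60% of replicates, without over 20% cell loss; inconclusive = no rule given, readout overlaps actives, possibly toxicity-flagged; inactive = the rest, including those meeting only one limit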;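 note: in these data hits start at about 27%; measured in HUVEC primary endothelial cells; signal is the percent of cells scored E-selectin positive by PE staining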
#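 Read-out: % PE-positive cells | Test system: HUVEC | Doses: One compound dose added by pin transfer | Buffer or medium: EGM-2 over gelatin coat | Signal: Immunofluorescence imaging | Benchmarks: TNF-alpha, DMSO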
# An asterisk follows results filed as active; u = inconclusive; x = no result given; & = joins results of further samples.
SMILES,Xi reactivation,RAD54 branch,EWS-Fli block,RAD52 anneal inh,S100A4 MyoIIA,esBAF inh,FN deposition inh,E-sel inducer
CCCN1CCN(CCCNC(=O)CN2C(=O)C(CC)Oc3ccccc32)CC1 (stereo not given),0.0,7,-1,5,-6,-2,-7,x
Cc1ccc(-c2nc3c(Cl)cc(C(F)(F)F)cn3c2Cc2ccccc2C(F)(F)F)cc1,0.0,x,9,-26,-4,x,2,-6.8
CC(Cl)C(=O)NNC(=O)CNS(=O)(=O)c1ccccc1 (stereo not given),-0.2,x,5,-15,5,x,-6,x
CCOC(=O)N1CCC(NS(=O)(=O)c2ccc(NC(C)=O)c(Cl)c2)CC1,0.1,11,15,-6,1,x,2,x
Cc1cccc(C)c1NC(=O)C(c1ccncc1)n1c(=O)c(-c2ccco2)nc2ccccc21 (stereo not given),0.0,x,-54,-24,-2,x,-14,0.3
C[C@@H]1CN([C@@H](C)CO)C(=O)Cc2cc(NC(=O)CCCCCC(=O)Nc3ccccc3N)ccc2O[C@H]1CN(C)Cc1ccc(C(F)(F)F)cc1,-0.1,0,31,8,-1,-6,-13,-0.2
NC(=O)NC(=O)C(c1ccccc1)N1CCN(S(=O)(=O)c2ccc(Br)s2)CC1 (stereo not given),0.3,0,28,-15,-22,5,11,0.2
C[C@H](CO)N1C[C@H](C)[C@@H](CN(C)C(=O)Nc2ccc(F)cc2)Oc2c(NC(=O)c3ccc(-c4nccs4)cc3)cccc2C1=O,-0.5,-14,-8,-2,5,-1,4,-0.3
CSC1=C(C#N)C2(CCCCC2)C(C(=O)Nc2ccccc2)=C(C)N1,0.6,-4,7,-15,3,-1,0,0.1
S=C(NC1CC1)N1CCc2ccccc2C1,-0.1,3,0,-5,2,-9,1,0.0
N#Cc1cccc(-c2ccc(C3[C@@H]4CN(C(=O)c5cccnc5)C[C@H]3N4)cc2)c1 (stereo not given in full),0.0&0.1,x,-10&-3,x,x,x,2&1,u
C[C@H](CO)N1C[C@H](C)[C@@H](CN(C)C(=O)Nc2ccc(F)cc2)Oc2c(NS(=O)(=O)c3cccs3)cccc2C1=O,0.0,-10,-7,-18,-14,3,10,-0.2
CO[C@@H]1CN(C)C(=O)c2cc(NC(=O)Nc3ccccc3F)ccc2OC[C@@H](C)N(C(=O)c2cnccn2)C[C@H]1C,-0.3,0,9,6,-24,2,4,-0.1
C/C(=N\NC(=S)Nc1c(C)cccc1C)c1ccc(OC(F)F)cc1,0.0,x,27,-4,3,x,-8,x
O=C1OC(C(=O)O)Cc2ccccc21 (stereo not given),x,-20,-3,-24,-9,8,x,x
CCCCN(C(=O)Cc1ccc(S(=O)(=O)N2CCOCC2)s1)c1ccccc1,-0.1,-5,10,-30,6,-2,-2,x
N#C/C(=C\c1ccncc1)c1nc2ccccc2o1,0.2,0,1,-46,-6,x,1,0.2
CC(C)CCN1CCN(CCCn2cccn2)CC1CCO (stereo not given),0.0,x,14,-16,0,x,7,x
COc1ccccc1NC(=O)c1cc(S(=O)(=O)N2CCCCCC2)ccc1F,0.1,-11,-23,-6,-1,-7,3,x
COc1ccc(CN(C)C[C@@H]2OCCCC[C@H](C)Oc3ccc(NC(=O)Nc4ccc(F)cc4)cc3C(=O)N([C@@H](C)CO)C[C@H]2C)cc1,-1.2,7,-5,10,2,-1,x,0.2
C[C@@H]1CN([C@H](C)CO)C(=O)c2cc(NC(=O)Cc3ccccc3)ccc2O[C@@H](C)CCCCO[C@@H]1CN(C)S(=O)(=O)c1ccc(Cl)cc1,-0.5,-4,14,-6,-4,-2,x,0.2
COc1ccc(C(=O)NC(=S)NNC(=O)c2ccccc2O)cc1,0.1,-9,-23,-16,0,-3,9,0.3
COc1ccc2[nH]c3c(=O)n4c(nc3c2c1)SCCC4,0.0,-5,-11,1,-9,x,x,x
CCCCCCCCCCCC(=O)NC(Cc1ccc(OC)c([N+](=O)[O-])c1)C(=O)O (stereo not given),0.0,x,5,-25,4,x,-10,-0.4
COc1ccc(C(CCc2cc(OC)c(OC)c(OC)c2)NC(C)=O)cc1 (stereo not given),0.2,11,-4,0,7,-10,5,0.7
CCSCc1nnc(SCC(=O)Nc2ccc(F)cc2)n1CC,0.1,x,1,-5,-2,x,-3,x
C[C@@H]1CN([C@@H](C)CO)C(=O)Cc2cc(NS(=O)(=O)c3ccc(Cl)cc3)ccc2O[C@H]1CN(C)C(=O)Nc1ccc2c(c1)OCO2,-0.3,x,-6,x,x,-5,x,0.2
Cc1cccc(C)c1NC(=O)C(CCc1ccccc1)n1c(=O)c(-c2cc3ccccc3[nH]2)nc2ccccc21 (stereo not given),-0.2,x,-7,-16,-3,x,2,-0.2
Cc1nn(CCC#N)c2[nH]c(=O)cc(C(F)(F)F)c12,-0.1,5,-12,-1,-6,-5,4,-0.5
CSc1nc2ccc(NS(=O)(=O)c3ccccc3F)cc2s1,-0.1,x,-7,-31,-10,x,7,x
Cc1ccc(N(CN2CCCC2=O)C(=O)c2ccc(C)c(C)c2)cc1,x,-10,x,-6,-2,15,-1,x
N#C[C@H]1[C@H](c2ccccc2C2=CCCCC2)[C@@H](CO)N1C(=O)NC1CCCC1,0.0,x,-8,6,12,x,2,-0.1
CN(C1=C(NC(=O)c2ccccc2)C(=O)c2ccccc2C1=O)C1CCS(=O)(=O)C1 (stereo not given),0.2,x,-11,-23,0,x,-8,0.7
CO[C@@H]1CN(C)C(=O)c2cc(NC(=O)Nc3ccc4c(c3)OCO4)ccc2OC[C@@H](C)NC[C@@H]1C,0.0,-5,-127,-76,-5,73*,-5,-0.1
CCCN(C)C[C@@H]1Oc2ncc(C#Cc3ccccc3OC)cc2C(=O)N([C@H](C)CO)C[C@@H]1C,x,6,-4,57*,-7,0,x,x
CC(=O)Nc1ccc(NC(=O)c2cc(=O)c3cc(C)cc(C)c3o2)cc1,0.0,7,-5,-12,-1,2,8,-1.7
Cc1ccc(NC(=O)C(NC2CCCC2)c2ccccc2)cc1Cl (stereo not given),-0.2,x,3,-6,2,x,8,x
COc1ccccc1NC(=O)C/C(N)=N/OCC(=O)Nc1cccc(Cl)c1,0.3,6,-3,-75,-2,-5,3,x
COc1ccc([C@H]2CC(=O)C=C(c3cccc(OCc4ccccc4)c3)C2)cc1,0.2,11,-11,-14,-2,1,5,0.1
C[C@H]1CN([C@@H](C)CO)S(=O)(=O)c2ccc(Br)cc2O[C@H]1CN(C)Cc1ccncc1,1.5,8,-1,-5,9,2,2,-0.2
COC(=O)c1ccc(NC(=O)c2ccco2)cc1,x,-19,x,-10,1,19,9,x
Fc1ccc(CSc2nnc3ccccn23)c(Cl)c1,0.0,2,-52,-15,1,28,-6,1.9
COc1cccc(NC(=O)CN(C)C(=O)C2CC(=O)N(CCc3ccc(OC)c(OC)c3)C2)c1 (stereo not given),0.0,3,1,-15,1,-5,-1,-0.1
CCc1cccc(CC)c1NC(=S)Nc1cccc(Cl)c1Cl,0.3,x,9,-8,4,x,4,0.0
O=S(=O)(c1ccc(F)cc1)N1CCCCN2[C@H](C1)[C@H](c1ccc(-c3ccccc3)cc1)[C@@H]2CO,-0.1,2,15,-14,-17,x,x,-0.7
COC(=O)c1ccccc1NC(=O)Nc1ccc(C)cn1,0.4,x,-2,-20,4,x,-2,-0.9
O=C(COC(=O)COc1ccc(Cl)cc1)Nc1ccc(N2CCOCC2)cc1,0.0,x,-10,-6,-4,x,5,x
N#C/C(=C\c1cccnc1)C(=O)Nc1ccc(C(=O)O)cc1,0.2,x,-7,-19,2,x,10,0.4
COC(=O)C1=C(C)N(Cc2ccccc2C(F)(F)F)C(=NCC2CC2)NC1CCc1ccccc1 (stereo not given),0.2,x,18,-9,-4,x,-7,-0.3
CN(CCCN1CCOCC1)Cc1nc(-c2ccccc2)no1,0.0,x,-4,-24,6,x,6,x
CCOc1ccc(CCNC(=O)C2CC(C)=CCC2C(=O)O)cc1OCC (stereo not given),0.3,6,10,0,3,-7,-2,-0.1
O=C(NNC(=O)c1cccs1)c1cccc(F)c1,0.0,15,-4,-12,-3,8,3,0.1
C/C(=N/NC(=O)c1ccc2c(c1)OCO2)c1ccc(NC(=O)c2ccc(F)cc2)cc1,0.2,8,x,-18,-3,35,x,0.2
CC(C)N=C1NN=C(c2ccc(F)cc2)CS1,0.0,6,-44,-14,-8,-17,-13,1.9
CCCN(C)C[C@@H]1OCCCC[C@@H](C)Oc2ccc(NC(=O)Nc3c(C)noc3C)cc2C(=O)N([C@H](C)CO)C[C@@H]1C,-0.1,x,-14,x,x,2,x,0.1
O=C(Nc1cccc(NC(=O)c2ccco2)n1)c1ccco1,0.0,-1,-3,-22,-2,-2,-3,x
COc1ccc(OCc2nnc(NC(=O)Nc3ccccc3F)s2)cc1,0.0,x,14,-7,-9,-1,-3,x
COc1ccc(NC(=O)c2cc(-c3sc(NC(=O)c4ccccc4)nc3C)n(-c3ccc(Br)cc3)n2)cc1,0.1,x,-26,-22,1,x,6,0.1
